IL1B secr inh: blocks inflammasome-driven IL-1 beta release; THP-1 LPS/ATP IL-1B secretion, AlphaLISA, 16 h; active compounds read low; activity change, % at 57.5 µM; 360,000 compounds, 4.7% hits; in the data active means activity change below about -50%; inconclusive means mostly about -30% to -49%; further: on the % scale 0 is the no-effect control and ±100 the full control effect
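Secreted IL-1B measured by AlphaLISA bead assay after 16 h compound exposure of THP-1 cells; compounds (final up to 57.5 uM) added 1 h before LPS (250 ng/mL) and ATP (1.25 mM) stimulation; lower signal means less secretion.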
MCF10A rerep: DNA re-replication induction in MCF 10a cells. MCF 10A DNA re-replication, Hoechst nuclear intensity, 48 h. Potency, µM (titrated, usually from 46.1 µM), without a hit: at the top dose activity, positive = re-replication, actives largely listed as activators. 350,000 compounds, 2.9% hits. AID 624296; further: potency means the concentration at half of the fitted maximal effect; % of control where 0% means no effect; nearly all actives have a fitted effect of over 50% in size
KB-V1 MDR tox: KB-V1 MDR subline cytotoxicity | KB-V1 MDR cells viability, CellTiter-Glo, 72 h | Potency, µM (series often up to 46.1 µM), without a hit: at the highest dose activity change, negative = cytotoxicity, most hits filed as cytotoxic | 400,000 compounds, 3.4% hits; further: potency means the concentration at half of the fitted maximal effect; on the % scale 0 is the no-effect control and ±100 the full control effect; nearly all actives have a fitted effect of over 60% in size
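KB-V1 MDR subline cells in DMEM (phenol-red free, 10% FBS) exposed to compounds in qHTS concentration series for 72 h at 37 degrees C. Viability read by CellTiter-Glo luminescence; concentration-effect curves fitted after normalization and correction.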
HT1080NT lethal: kills 2HG-producing HT-1080-NT fibrosarcoma cells; HT-1080-NT fibrosarcoma viability, CellTiter-Glo ATP luminescence, 48 h; Potency, µM (series often up to 46.1 µM), for the others: top-dose activity, negative = less viability, most hits filed as cytotoxic; AID 686970; 360,000 compounds, 1.6% hits;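 further: NT is the 2HG producing partner of a matched IDH1 knockdown line; potency means the concentration at half of the fitted maximal effect; 0% = DMSO-treated cells and -100% = media-only wells without cells; nearly all actives have a fitted effect of over 55% in size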
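HT-1080-NT; 750 cells/well; 5% FBS RPMI; 48 h compound, 37 degrees C; CellTiter-Glo luminescence; curve fitting and curve-class assignment.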
HT1080 IDH1KD tx: kills HT-1080 cells with IDH1 knockdown. Potency, µM (top dose mostly 46.1 µM), for inactives: at the top dose activity, negative = toxicity, most hits filed as cytotoxic. AID 686971. HT-1080 IDH1 knockdown viability, ATP luminescence, 48 h. 360,000 compounds, 2% hits;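 further: potency means the concentration at half of the fitted maximal effect; 0% = DMSO wells and -100% = cell-free medium wells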
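% activity derives from luminescence (CellTiter-Glo), normalised to DMSO and no-cell wells. HT-1080-IDH1KD cells, 750/well, had 48 h compound exposure at 37 °C.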
DRD3 agonist: activates the human D3 dopamine receptor; P35462; D3R DiscoveRx beta-arrestin cells, luminescence, 90 min; max activation, %; 410,000 compounds, 0.58% hits; AID 652048; in the data active means max activation above about 30%; further: 0% is about no effect; mostly tested at two doses, the higher about 12 µM
Target sequence (P35462 whole entry, looked up): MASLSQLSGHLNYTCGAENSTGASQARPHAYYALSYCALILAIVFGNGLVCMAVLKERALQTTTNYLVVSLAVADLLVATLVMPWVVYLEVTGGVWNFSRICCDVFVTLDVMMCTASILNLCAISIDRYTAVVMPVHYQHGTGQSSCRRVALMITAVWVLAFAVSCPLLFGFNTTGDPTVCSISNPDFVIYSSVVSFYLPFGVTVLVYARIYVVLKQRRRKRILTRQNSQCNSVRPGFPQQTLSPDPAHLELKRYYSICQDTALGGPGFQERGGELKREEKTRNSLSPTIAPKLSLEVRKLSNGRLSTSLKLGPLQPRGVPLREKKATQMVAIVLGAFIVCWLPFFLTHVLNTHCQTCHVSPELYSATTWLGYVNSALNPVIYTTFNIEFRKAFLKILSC
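Agonist-mode cell screen: cells plated at 1500/well and incubated overnight at 37 °C, then exposed to library compounds for 90 min at 37 °C. Detection reagent was added for 30–60 min at room temperature, and luminescence was read.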
SW480 rerep: DNA re-replication induction in SW480 cells. SW480 DNA re-replication, Hoechst DNA content imaging, 48 h. 340,000 compounds, 1.8% hits. Potency, µM (titrated, usually from 46.1 µM), for the others: top-dose re-replication activation, hits mostly activators; further: potency means the concentration at half of the fitted maximal effect; % of control where 0% means no effect; nearly all actives have a fitted effect of over 55% in size
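First, 250 cells per well were seeded. Next, compound or vehicle (23 nL) was pinned in, plates sat 48 hr at 37 C. Finally Hoechst was added for 40 min before fluorescence scanning.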
HEK293 tox: cytotoxic in the GLP-1 receptor inverse agonist counter-screen | HEK293 cAMP-luciferase reporter cells, luminescence, 24 h | Potency, µM (top dose mostly 38.3 µM), without a hit: top-dose activity change, negative = inhibition, most hits filed as inhibitors | 410,000 compounds, 0.13% hits | AID 624418;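 further: loss of luciferase light is scored as toxicity; potency means the concentration at half of the fitted maximal effect; on the % scale 0 is the no-effect control and ±100 the full control effect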
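Luminescence readout: signal drop marks cytotoxicity. Plated cells grew 12 h at 37 °C, 5% CO2, received 23 nL compound for 24 h, then got luciferase reagent, read after 12 min at RT.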
KB-3-1 tox: KB-3-1 parental cell cytotoxicity | Potency, µM (highest dose often 46.1 µM), for the others: at the top dose activity change, negative = cytotoxic, most hits filed as cytotoxic | 400,000 compounds, 1.4% hits | KB-3-1 viability, CellTiter-Glo ATP luminescence, 72 h; further: potency means the concentration at half of the fitted maximal effect; on the % scale 0 is the no-effect control and ±100 the full control effect; nearly all actives have a fitted effect of over 60% in size
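Cells are dispensed, compounds pinned in, plates held at 37 °C for 72 h, then CellTiter-Glo is added and luminescence read after 10 minutes. Cell line: parental KB-3-1 in phenol-red-free DMEM, 10% FBS.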
Starred values were filed as active, the others as inactive; i = inactive; ? = inconclusive; / = no result given; [ ] = dose if it differs, or a comment. Unless noted, the call rests on the fitted dose curve; in most records, active means well fitted curve in the direction sought with a large enough effect; inconclusive means small, poorly fitted or top-dose-only effect, or another doubt; inactive means no such curve, though single readings can be large; an effect the other way counts as inactive or inconclusive.

SMILES,IL1B secr inh,MCF10A rerep,KB-V1 MDR tox,HT1080NT lethal,HT1080 IDH1KD tx,DRD3 agonist,SW480 rerep,HEK293 tox,KB-3-1 tox
O=C(COC(=O)c1cnccn1)NCc1ccc(Cl)cc1,-3,-3%,?,9%,10%,-7,-6%,-2%,7%
O=C(COC(=O)c1nc(Cl)ccc1Cl)Nc1ncc(Cl)cc1Cl,12,0%,?,1%,-1%,-1,0%,8%,8%
Cc1ccc(-c2nc(S(=O)(=O)c3ccc(C)cc3)c(N(C)C)o2)cc1,-11,0%,?,12%,15%,-4,0%,7%,-2%
CN(C)C(CNC(=O)CNC(=O)Cc1cccc2ccccc12)c1ccccc1 (stereo not given),-19,-9%,9%,-12%,-1%,-7,?,-1%,-1%
COC(=O)[C@]12CCCCC=C1N(Cc1ccco1)C(=O)[C@H](CC(=O)NCCc1ccccc1OC)C2,-12,/,0%,-1%,0%,-6,/,12%,-15%
Cc1cc(NC(=O)c2c(F)c(F)c(F)c(F)c2F)no1,?,-4%,-11%,6%,?,-12,1%,3%,16%
CC(C)N(Cc1ccccc1)C(=O)COC(=O)c1c(F)cccc1F,1,13%,-2%,24%,0%,14,1%,-3%,3%
Cc1cc(C(=O)Nc2ccc3c(c2)OCO3)no1,-16,2%,-11%,?,21µM*,3,3%,1%,2%
COCCCN1CC23C=CC(O2)C(C(=O)OC)C3C1=O (stereo not given),-4,6%,8%,3%,1%,-21,0%,15%,-5%
c1ccc(CSc2nnc(NC3CCCCC3)s2)cc1,-52*,/,-12%,-2%,2%,-6,/,2%,0%
CC(=O)c1ccc(NC(=O)CN2CCN(S(=O)(=O)c3ccc4c(c3)OCCO4)CC2)cc1,5,/,15%,-1%,-8%,-5,/,-10%,-3%
Cc1nnc(SCc2cccc([N+](=O)[O-])c2)s1,5,1%,-5%,-6%,2%,-1,-13%,-5%,5%
Cc1cc(C)c(C)c(OCCn2ccnc2)c1,-16,?,-8%,-16%,-9%,-1,-32%[inhibitor],-1%,0%
COCCCNC(=O)CSc1nc2c(sc3ccccc32)c(=O)n1CCc1ccc(OC)c(OC)c1,/,/,0%,/,/,9,/,-4%,14%
CCC(C)[C@H](NC(=O)N1CC(=O)Nc2ccccc21)C(=O)N1CCC(C(=O)O)CC1 (stereo not given in full),3,-1%,-11%,1%,1%,-1,10%,9%,4%
O=C(CCN1C(=O)[C@@H]2Cc3ccccc3CN2C1=O)NCc1ccccc1Cl,15,-14%,?,18%,5%,-6,8%,0%,7%
Cc1cccc(NC(=O)CCCC(=O)OC(C)C(=O)c2ccccc2)c1 (stereo not given),-4,6%,1%,17%,12%,3,-23%,1%,26%
Cn1c(=O)n(Cc2ccccc2Br)c2ccccc21,-8,?,?,0%,-16%,-1,-9%,-3%,-3%
Cc1c(C)n(Cc2ccc(F)cc2)c2ccc(C(=O)Nc3ccc(Cl)cc3)cc12,/,/,-22%,/,/,7,/,?,?
O=C(Nc1ccccc1)C1=C[C@@H](C2CC2)C[C@@H](OCCCCO)O1,12,-8%,7.3µM*,9%,8%,1,-11%,3%,0%
CSc1cccc(NC(=O)N2CCCC(CNS(=O)(=O)Cc3ccccc3)C2)c1 (stereo not given),3,-5%,?,-2%,-1%,-3,3%,9%,15%
CC1CN(S(=O)(=O)c2cccc(C(=O)OC(C)C(=O)NC3CCCCC3C)c2)CC(C)O1 (stereo not given),i,4%,?,-17%,-1%,-7,8%,-1%,12%
Cc1cccc(OCCCSc2nc3ccc(C)cc3[nH]2)c1,-72*,?,?,6%,7%,2,-3%,-4%,9%
O=C(CNS(=O)(=O)c1cccs1)NCc1ccccc1,-4,19%,1%,4%,15%,0,-4%,0%,-11%
CC(C)c1ccc(S(=O)(=O)c2cnc(SCC(=O)Nc3cccc(C(F)(F)F)c3)nc2N)cc1,/,/,0%,/,/,8,/,-10%,0%
O=c1c(-c2ccccc2)cocc1-c1ccccc1,-19,/,4%,18%,10%,5,/,1%,6%
CC1=NN(c2ccc(C)cc2C)C(=O)C1C(c1ccccc1O)C1C(=O)N(c2ccc(C)cc2C)N=C1C (stereo not given),-4,-1%,-1%,5%,8%,-13,-3%,-2%[1.53 µM],-4%
Cc1ccc(NCc2nnc(SCC(=O)Nc3nnc(C)s3)n2C)cc1,5,15%,?,8%,18%,14,-5%,-2%,14%
CC(=O)NC(C)(c1ccccc1)c1nc(-c2ccc(S(C)(=O)=O)cc2)cs1 (stereo not given),-20,/,2%,-12%,1%,-6,/,0%,0%
COC(=O)c1cccc(NC(=O)c2ccc(S(=O)(=O)N(C)c3ccccc3OC)cc2)c1,45,/,?,0%,-28%,-3,/,-12%,-2%
CCn1c(N)c(C(=O)NC2CCCCC2)sc1=S,-10,9%,0%,3%,-3%,-1,-1%,-11%,4%
O=C(Nc1ccc(CN2CCOCC2)cc1)c1cc(Cl)ccc1Cl,-4,15%,6%,-3%,3%,-4,?,-7%,-17%
O=C(/C=C/c1ccco1)OCc1nnc(-c2ccc(Cl)cc2)o1,0,-4%,-4%,0%,18%,5,-1%,18%,8%
Cc1ccc(C2=NN(C(=S)Nc3ccccc3)C(c3ccco3)C2)cc1 (stereo not given),-20,-2%,-1%,-4%,-23%,-1,0%,-10%,1%
CCOCCCn1cnc2c(c1=O)c1nc3ccccc3nc1n2-c1ccccc1,-3,0%,-4%,20%,24%,1,-2%,-1%,-4%
Cn1ncc2c(N3CCN(c4ccc(Cl)c(Cl)c4)CC3)ncnc21,-60*,11%,2.3µM*,?,?,-4,-4%,5%,-18%
Cc1cccc(NC(=O)COc2ccc(Br)cc2/C=N/O)c1,-1,?,-15%,-10%,-14%,-1,20%,9%,-13%
CCC(C)c1ccc(O)c(NC(=O)c2cncc(Br)c2)c1 (stereo not given),34,5%,?,?,?,-12,5%,?,?
O=C(O)c1cc(-c2ccccc2)n(-c2ccccc2C(=O)O)n1,19,-1%,12%,20%,10%,0,-6%,8%,8%
COc1ccc(/C=N/Nc2nnc(Cc3ccc(OC)c(OC)c3)c(=O)[nH]2)cc1,9,18%,-11%,-29%,-23%,-3,/,-6%,?
COC(=O)[C@H](Cc1ccccc1)NC(=O)NCCc1ccc(F)cc1,-5,0%,9%,?,-18%,11,0%,3%,10%
CC1CCc2c(sc3nnn(Cc4ccccc4Cl)c(=O)c23)C1 (stereo not given),/,/,-10%,/,/,-3,/,23%,20%
Cc1nn(Cc2c(F)c(F)c(F)c(F)c2F)c(C)c1NC(=O)c1nn(C)cc1[N+](=O)[O-],36,?,?,-11%,-22%,-10,5%,-1%,1%
O=C(CCN1C(=O)C2C3C=CC(C3)C2C1=O)Nc1ccccc1 (stereo not given),14,?,2%,0%,-3%,-3,0%,2%,2%
CCCCC1Cc2[nH]c(=S)[nH]c(=O)c2C(c2ccc(Cl)cc2)O1 (stereo not given),5,/,3%,-13%,3%,8,/,1%,0%
COc1ccccc1CN1C(=O)c2ccncc2C1=O,6,-6%,22%,3%,10%,7,-5%,10%,-1%
Cc1ccc(/C=C/c2nnc(-c3ccc(C)cc3)o2)cc1,-1,-1%,4%,0%,12%,-5,2%,5%,0%
COC(=O)C1=C(C)NC(=S)NC1c1ccc(OC(=O)c2ccco2)cc1 (stereo not given),-4,13%,-2%,4%,6%,-5,1%,-1%,8%
COc1ccccc1C=C1CCc2ccccc2C1=O,-7,/,2%,?,?,9,/,-9%,0%
COc1ccc(NC(=S)Nc2ccc(OC)cc2OC)c(OC)c1,19,-8%,17%,16%,11%,0,-5%,-22%,14%
CCCCCSc1nnc2c(n1)OC(C)N(C(C)=O)c1ccccc1-2 (stereo not given),-30,-1%,5%,-6%,-2%,-12,-5%,2%,5%
Cc1cc(NC(=O)C2CC(=O)N(c3ccccc3)C2)no1 (stereo not given),4,0%,13%,13%,12%,3,?,-12%,9%
Cc1ccc(S(=O)(=O)N(CC(=O)NCc2ccco2)c2ccccc2C)cc1,-3,?,-2%,3%,0%,11,-3%,-3%,-2%
CCCN(C(=O)c1c(C)oc2ncnc(N3CCOCC3)c12)c1ccc(Cl)c(Cl)c1,/,/,5%,/,/,9,/,45%[activator],-1%
O=c1[nH]c(COc2ccc(Br)cc2Cl)nc2ccccc12,35,?,-23%,4%,-6%,-3,2%,?,-9%
CC(=O)c1cnc(Nc2cccc(Cl)c2Cl)s1,12,-2%,-13%,-15%,-15%,5,-4%,-4%,24%
CCn1c(SCC(=O)NCc2ccccc2)nnc1-c1c[nH]c2ccccc12,-12,-5%,-2%,3%,7%,-17,-12%,2%,-18%
CC(C)NC(=O)C1CCN(Cc2cccc(Oc3ccccc3)c2)CC1,0,29%,-14%,-4%,-5%,-6,?,4%,8%
O=C(Nc1cccc(C(F)(F)F)c1)c1cc(Br)cc2c1OCC2,/,-16%,3%,6%,0%,8,-46%[inhibitor],0%,9%
Cc1cc(C(=O)Nc2sc3c(c2C#N)CCCC3)no1,-15,?,?,?,?,1,12µM*,-9%,?
CC(=O)NS(=O)(=O)c1ccc(NC(=S)NC(=O)c2ccco2)cc1,47,-11%,4%,3%,4%,-8,1%[9.22 µM],-14%,-2%

From PubChem
